WT yeast gro inh: growth inhibition of WT strain, primary screen, mitochondrial fusion inhibitor project, WT and mutant strains, chemical genetic. inhibition, % at 10 µM. actives 2.1% (n = 190,000). mitochondrial fusion phenotypic screen; in the data active means inhibition above about 58%; tested in S. cerevisiae
AID2073: inhibitors of Mint1-CaV2.2 protein interaction, biochemical, HTRF (AID 2073); Voltage-dependent N-type calcium channel subunit alpha-1B (Homo sapiens); HTRF protein-protein interaction, Mint1-CaV2.2; higher % means a stronger effect; inhibition, % at 20 µM, or IC50 in µM where a hit was titrated; actives 0.19% (n = 290,000); in the data active means inhibition mostly above about 51%, no sharp cut-off; inconclusive means no clear call, values can overlap the other calls; inactive means mostly below about 53%; further: some results filed as inactive read as strong as hits
Autophagy HCS: autophagy modulators in MEF cells, primary screen, imaging, high-content, MEF GFP-LC3 | MEF GFP-LC3 puncta imaging; test concentration mostly 10 µM | calls only at 10 µM (by protocol) | actives 0.98% (n = 190,000);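 active means percentage of spot-positive cells more than 3 SD above its plate mean, without a fluorescence outlier flag or 80% toxicity; inconclusive means no clear call, values can overlap the other calls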;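 further: spot-positive cell cutoff set from DMSO-treated cells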
GPR35 antagonists: GPR35 antagonists blocking zaprinast-driven arrestin recruitment, primary screen, imaging, U2OS, beta-arrestin-GFP, zaprinast agonist (AID 2058); inhibition, % at 10 µM; hits with a dose series show IC50 in µM; actives 0.052% (n = 290,000); U2OS GPR35 beta-arrestin-GFP translocation imaging, zaprinast antagonism; higher % means a stronger effect; G-protein coupled receptor 35 (Homo sapiens);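 active means inhibition of at least 50% with at least 30 cells and total cytoplasm GFP at most 10,000,000; inconclusive means under 30 cells or total GFP of 10,000,000 plus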
LYP inhibition: inhibitors of LYP phosphatase, biochemical, fluorescence intensity, uHTS (AID 1779) | Tyrosine-protein phosphatase non-receptor type 22 (Homo sapiens) | recombinant LYP phosphatase, fluorescence intensity; higher % means a stronger effect | inhibition, % at 11.5 µM; hits with a dose series show IC50 in µM | actives 0.054% (n = 290,000); in the data active means inhibition above about 50%;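 further: plate controls were vehicle with enzyme for no effect and no enzyme for full effect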
WT yeast gro inh mutant strain: recorded beside WT yeast gro inh, whose call it bears; inhibition, %; mitochondrial fusion phenotypic screen, mutant strain inhibition
Autophagy HCS cell loss 18 h: recorded beside Autophagy HCS, whose call it bears; toxicity, %; measured here: cell loss, nuclei count;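 cell loss after 18 h compound exposure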
* = called active by the depositor; i = inactive; ? = inconclusive; · = not tested or not shown; + = active, no number. A portion of the library; rates above refer to the full screens.

The first four entries (preview)
SMILES | WT yeast gro inh | AID2073 | Autophagy HCS | Autophagy HCS cell loss 18 h | GPR35 antagonists | LYP inhibition | others
Brc1ccc2c(c1)c1nc3ccccc3nc1n2CCN1CCOCC1 | 1.5 | · | · | · | · | · | WT yeast gro inh mutant strain=6.8
CN(Cc1ccccc1)S(=O)(=O)c1ccc(S(=O)(=O)N2CCN(CCC#N)CC2)cc1 | 16.8 | · | · | · | · | · | WT yeast gro inh mutant strain=3.3
CC(C)Oc1ccc(/C(O)=C2/C(=O)C(=O)N(CCCN3CCOCC3)C2c2ccncc2)cc1 (stereo not given) | -4.7 | · | · | · | · | · | WT yeast gro inh mutant strain=-1.4
Cn1cc(C2NC(=O)c3c(sc4c3CCCC4)N2)c2ccccc21 (stereo not given) | 17.9 | · | · | · | · | · | WT yeast gro inh mutant strain=5.9

Main list, previewed entries included:
SMILES | WT yeast gro inh | AID2073 | Autophagy HCS | Autophagy HCS cell loss 18 h | GPR35 antagonists | LYP inhibition | others
Brc1ccc2c(c1)c1nc3ccccc3nc1n2CCN1CCOCC1 | 1.5 | · | · | · | · | · | WT yeast gro inh mutant strain=6.8
CN(Cc1ccccc1)S(=O)(=O)c1ccc(S(=O)(=O)N2CCN(CCC#N)CC2)cc1 | 16.8 | · | · | · | · | · | WT yeast gro inh mutant strain=3.3
CC(C)Oc1ccc(/C(O)=C2/C(=O)C(=O)N(CCCN3CCOCC3)C2c2ccncc2)cc1 (stereo not given) | -4.7 | · | · | · | · | · | WT yeast gro inh mutant strain=-1.4
Cn1cc(C2NC(=O)c3c(sc4c3CCCC4)N2)c2ccccc21 (stereo not given) | 17.9 | · | · | · | · | · | WT yeast gro inh mutant strain=5.9
N#CC(C(=O)NC1CCCCC1)c1nc2ccccc2nc1N1CCOCC1 (stereo not given) | · | 1.1% | · | · | 6.6% | -6.2%
c1ccc2nc3c(nc2c1)sc1nc2ccccc2n13 | · | 1.7% | · | · | 1.2% | -10.0%
CCOc1cc(NC(=O)c2ccco2)c(OCC)cc1NC(=O)CCc1ccc(OC)cc1 | · | -3.7% | · | · | -14.6% | -11.8%
COc1ccc(Cn2c3nc4ccccc4nc3c3c(=O)n(Cc4ccco4)c(C)nc32)cc1 | · | 18.4% | · | · | 3.9% | 55.8%*
C=CCn1cnc2c(c1=O)c1nc3ccccc3nc1n2-c1ccccc1 | · | 6.9% | · | · | -2.3% | 1.9%
Cc1cccc2cc(CN(CC3CCCO3)S(=O)(=O)c3ccccc3)c3nnnn3c12 (stereo not given) | · | -6.4% | · | · | -0.9% | 3.5%
COc1ccc(OC)c(CC(NC(C)=O)C(=O)NC2CCN(c3nc(C)cc(C)c3C#N)CC2)c1 (stereo not given) | · | 0.6% | · | · | -8.1% | -9.0%
CCOC(=O)c1ccc(NC(=O)c2c(O)c3ccccc3n(C)c2=O)cc1 | · | 10.0% | · | · | -1.6% | 5.2%
CCN(C(=O)CN1CCCc2ccccc21)c1c(N)n(Cc2ccccc2)c(=O)[nH]c1=O | · | 8.5% | · | · | -8.1% | -11.7%
CC(C)Cc1nc(N2CCN(C(=O)Cc3ccccc3)CC2)c(C#N)c2c1COC(C)(C)C2 | · | -4.1% | · | · | -1.0% | -1.5%
Cc1ccc(N2CCCn3c2nc2c3c(=O)n(CC(=O)OCc3ccccc3)c(=O)n2C)cc1C | · | 17.8% | · | · | -3.4% | 13.6%
COc1ccccc1C(=O)NN1C(=O)/C(=C/c2cccn2C)SC1=S | · | -7.5% | · | · | -15.6% | 0.6%
Cc1ccc(-c2nn3c(-c4cccc(Cl)c4)nnc3s2)cc1 | · | 1.7% | · | · | -18.2% | -6.8%
CCN(CC)CCCN1C(=O)C(=O)/C(=C(/O)c2ccc3c(c2)OCCO3)C1c1ccc(C)o1 (stereo not given) | · | -3.7% | · | · | 3.1% | -5.0%
CCOc1cccc(-c2nnc3sc(-c4cc(OC)c(OC)cc4OC)nn23)c1 | · | 5.7% | · | · | -2.5% | -12.3%
CC(=O)c1ccc(Nc2nc(C)nc3c2oc2ccccc23)cc1 | · | 27.9% | · | · | -24.3% | -1.5%
Cc1ccnc(NC(=O)CCC(=O)N(CC(=O)NC2CCCCC2)Cc2ccc3c(c2)OCO3)c1 | · | -3.0% | · | · | -7.9% | -2.6%
CCOC(=O)c1c(C)oc2c1c(C(c1cccnc1)N1CCN(C)CC1)c(O)c1ccccc12 (stereo not given) | · | -4.6% | · | · | 18.0% | -0.4%
COc1ccc(C2C(C(=O)c3cc4cccc(OC)c4o3)=C(O)C(=O)N2CCCN(C)C)cc1OC (stereo not given) | · | 10.8% | · | · | 7.9% | -3.3%
COc1nnnc2c1sc1nc(N3CCOCC3)c3c(c12)CC(C)(C)OC3 | · | 6.9% | · | · | 19.7% | -13.3%
CCC(=O)O[C@@H]1CC(=O)O[C@H](C)CC=CC=C[C@@H](O)[C@H](C)C[C@H](CC=O)[C@H](O[C@H]2O[C@H](C)[C@@H](O[C@H]3C[C@@](C)(O)[C@@H](OC(=O)CC)[C@H](C)O3)[C@H](N(C)C)[C@H]2O)[C@H]1OC | · | -7.9% | · | · | 4.4% | -0.3%
COC(Cn1c2c(c3cc(C)ccc31)CCCC2NCc1ccccc1)OC (stereo not given) | · | 1.2% | · | · | -0.3% | -3.6%
C/C=C(\C)C(=O)N1CC2(CC(c3cccc(NC(=O)CC(c4ccccc4)c4ccccc4)c3)=NO2)C[C@H]1C(N)=O (stereo not given in full) | · | 12.1% | · | · | -2.7% | 3.2%
Cc1ccc(N2CCN(c3cc(C)nc4c5c(C)cc(C)nc5nn34)CC2)cc1 | · | -16.8% | · | · | -17.0% | 0.2%
CCOc1ccc(-c2nn3c(-c4ccc(OC)cc4)nnc3s2)cc1 | · | 14.9% | · | · | 0.9% | 10.8%
N#Cc1cc2c(=O)n3ccccc3nc2n(CCN2CCOCC2)c1=O | · | 5.5% | · | · | 4.8% | -8.4%
COC(=O)c1[nH]c(C)c(/C(O)=C2\C(=O)C(=O)N(CCN(C)C)C2c2ccc(OC)cc2)c1C (stereo not given) | · | 0.0% | · | · | -6.2% | -4.6%
Cc1ccc(CNC(=O)c2cc3c(=O)n4cccc(C)c4nc3n(CC3CCCO3)c2=N)cc1 (stereo not given) | · | 2.7% | · | · | 0.3% | -21.1%
CCOc1ccc(N2CCn3c2nc2c3c(=O)n(CCc3ccccc3)c(=O)n2C)cc1 | · | 7.6% | · | · | -4.8% | 0.8%
CCOC(=O)c1c(-c2ccc(C)s2)csc1NC(=O)c1ccco1 | · | 48.7% | · | · | 6.2% | -7.8%
COc1cc([C@@H]2c3cc4c(cc3[C@@H](NC3CCN(Cc5ccccc5)CC3)[C@H]3COC(=O)[C@H]23)OCO4)cc(OC)c1O | · | 5.1% | · | · | -4.6% | -10.2%
CCCCC(=O)Nc1ccc2c(c1)nc1n2CCN(CCOC)C1 | · | ? | · | · | -4.7% | -8.6%
c1cc(-c2nc3cc(Cc4ccc5oc(-c6ccncc6)nc5c4)ccc3o2)ccn1 | · | -22.0% | · | · | -0.2% | -3.7%
O=S(=O)(c1ccccc1C(F)(F)F)N1C=CC(C(F)(F)F)=NCC1 | · | -1.7% | · | · | -3.4% | -11.0%
COc1ccc(C2=CC(=O)C=CC2=O)cc1 | · | -13.5% | · | · | 4.8% | -7.0%
CN(C)c1ccc(-c2ccncc2)cc1 | · | 0.1% | · | · | 2.4% | -8.1%
Cc1cccn2c(=O)c3cc(C(=O)NCc4cccnc4)c(=N)n(C)c3nc12 | · | -0.3% | · | · | -18.1% | -12.3%
CCC12CSc3nc(Cl)ccc3N1C(=O)C(=O)N2C (stereo not given) | · | 1.8% | · | · | -0.4% | -9.7%
COC(=O)c1[nH]c2cc(OC)c(OC)cc2c1NC(=O)CN1CCN(Cc2ccccc2)CC1 | · | -2.8% | · | · | -2.0% | 5.3%
COc1cccc(C(N)CC(=O)O)c1 (stereo not given) | · | 9.6% | · | · | 1.5% | -2.5%
O=C(O)c1cccc(N2C(=O)CCC2=O)c1 | · | 16.9% | · | · | -3.4% | -5.5%
CC1(C)Cc2ccccc2-c2c1c(=O)n(-c1ccccc1)c1nnnn21 | · | · | i | -5.6 | · | ·
Cc1cc(=O)[nH]c(/N=C(/NC(=O)c2ccccc2)Nc2ccc3c(c2)OCCO3)n1 | · | · | i | -0.9 | · | ·
O=[N+]([O-])c1ccc(-c2nnc(CSc3nc(-c4ccccc4)nc4ccc(F)cc34)o2)cc1 | · | · | i | -1.7 | · | ·
CC(C)Oc1ccc(C2C(C(=O)c3ccco3)=C(O)C(=O)N2CCCN(C)C)cc1 (stereo not given) | · | · | i | 2.1 | · | ·
Cc1[nH]n(-c2ccc([N+](=O)[O-])cc2)c(=O)c1N=Nc1nc2ccccc2s1 | · | · | i | -4.8 | · | ·
Cc1cc(C)c2c(n1)nn1c(N3CCN(c4cccc(Cl)c4)CC3)cc(C)nc21 | · | · | + | 3.9* | · | ·
N#Cc1cc2c(=O)n3ccccc3nc2n(Cc2cccnc2)c1=N | · | · | i | -5.0 | · | ·
CCCn1c(C)nc2c(c1=O)c1nc3ccccc3nc1n2CCc1ccccc1 | · | · | i | 1.3 | · | ·
Cc1nnc(N2CCN(C)CC2)c2nn(-c3ccc(Cl)cc3)c(C)c12 | · | · | i | -5.0 | · | ·
COc1ccc(OC)c(NC(=O)c2cnc3ccccn3c2=O)c1 | · | · | i | -0.1 | · | ·
Cc1nnc(SCc2cc(=O)[nH]c(Nc3nc(C)c4ccccc4n3)n2)s1 | · | · | i | 7.5 | · | ·
Cc1ccc(-n2nnc3c(SCC(=O)N4CCN(c5ccccc5)CC4)ncnc32)cc1 | · | · | i | 2.3 | · | ·
COc1ccc2c(C)nc(Nc3nc(C)cc(=O)[nH]3)nc2c1 | · | · | + | 45.1* | · | ·
O=C1c2ccccc2C(=O)N1Cc1nc(-c2cccnc2)no1 | · | · | i | 5.5 | · | ·
O=S(=O)(c1ccc(F)cc1)N1CCC(N2CCN(c3ccccc3)CC2)CC1 | · | · | i | -5.8 | · | ·

Quoted at random: 4 records from the list.
SMILES | WT yeast gro inh | AID2073 | Autophagy HCS | Autophagy HCS cell loss 18 h | GPR35 antagonists | LYP inhibition | others
Cc1nnc(SCc2cc(=O)[nH]c(Nc3nc(C)c4ccccc4n3)n2)s1 | · | · | i | 7.5 | · | ·
COc1ccc2c(C)nc(Nc3nc(C)cc(=O)[nH]3)nc2c1 | · | · | + | 45.1* | · | ·
CCCn1c(C)nc2c(c1=O)c1nc3ccccc3nc1n2CCc1ccccc1 | · | · | i | 1.3 | · | ·
O=C1c2ccccc2C(=O)N1Cc1nc(-c2cccnc2)no1 | · | · | i | 5.5 | · | ·

(further entries)
SMILES | WT yeast gro inh | AID2073 | Autophagy HCS | Autophagy HCS cell loss 18 h | GPR35 antagonists | LYP inhibition | others
Cc1cccc2cc(CN(Cc3ccccc3)C(=O)N3CCOCC3)c3nnnn3c12 | · | · | i | -6.8 | · | ·
COc1ccc(-n2c(=O)c3c4c(sc3n3c(C)nnc23)CCCC4)cc1 | · | · | i | -1.4 | · | ·
CNC(=O)CN(C#N)c1nc(N(C)C)nc(N(C)C)n1 | · | · | i | -1.2 | · | ·
COCCn1c(C)cc(C(=O)CSc2nnc3scc(-c4ccc(Cl)cc4)n23)c1C | · | · | i | 8.7 | · | ·
Cc1nc(N2CCN(c3ncccn3)CC2)c2oc3ccccc3c2n1 | · | · | i | -8.6 | · | ·
Cc1c2c(n3c(nc4ccccc43)c1C#N)N(Cc1cccnc1)CC2 | · | · | i | 5.4 | · | ·
Cc1ccnc(N2CCN(c3c4c(c(C#N)c5nc6ccccc6n35)CCC4)CC2)c1 | · | · | i | -5.1 | · | ·
CCN1C(=O)/C(=C2/Sc3ccc(OC)cc3N2C)SC1=Nc1ccc(C)cc1 | · | · | + | -15.0* | · | ·
c1ccc(CC2CCN(c3nc(N4CCOCC4)nc(N4CCOCC4)n3)CC2)cc1 | · | · | i | 21.9 | · | ·
c1cc2c3c(cccc3c1)C(N1CCN(C3=Nc4cccc5cccc3c45)CC1)=N2 | · | · | i | -3.3 | · | ·
O=c1c2c3c(sc2n2c(=S)[nH]nc2n1Cc1ccccc1)CN(Cc1ccccc1)CC3 | · | · | i | 1.6 | · | ·
Cc1cc(C)nc(NC2=NCCN2C(=O)Nc2ccc(Cl)c(Cl)c2)n1 | · | · | i | -4.3 | · | ·
O=C(CN1C(=O)c2ccccc2C1=O)OCN1C(=O)c2ccccc2C1=O | · | · | i | -0.6 | · | ·

Assay outcomes as filed in PubChem BioAssay.
